Source: PubChem (National Center for Advancing Translational Sciences (NCATS))
BAZ2B block: blocks human BAZ2B. Q9UIF8. 4.4% of 360,000 active. AID 504333. Potency, µM (doses to about 114 µM), inactives show at the top dose activity change, negative = inhibition, actives largely listed as inhibitors. AlphaScreen BAZ2B-H3K14Ac peptide displacement; note: % is set by controls: 0 for no effect and ±100 for the full control effect; nearly all actives have a fitted effect of over 60% in size
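AlphaScreen displacement: compounds (up to 110uM) incubated 30 min at room temperature with a preformed 50 nM BAZ2B/50 nM biotinylated H3K14Ac peptide complex in PBS pH 7.4 with Tween-20. Donor and acceptor beads at 10 ug/mL final added, 20 min light-protected before reading.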
POLI inh: inhibitors of human DNA polymerase iota | Q9UNA4 | Pol iota fluorescent replication assay, 10 min | Potency, µM (series often up to 115 µM), inactives show at the top dose activity, negative = inhibition, hits mostly inhibitors | 1% of 390,000 active | AID 588590
Target sequence (Q9UNA4 whole entry, looked up): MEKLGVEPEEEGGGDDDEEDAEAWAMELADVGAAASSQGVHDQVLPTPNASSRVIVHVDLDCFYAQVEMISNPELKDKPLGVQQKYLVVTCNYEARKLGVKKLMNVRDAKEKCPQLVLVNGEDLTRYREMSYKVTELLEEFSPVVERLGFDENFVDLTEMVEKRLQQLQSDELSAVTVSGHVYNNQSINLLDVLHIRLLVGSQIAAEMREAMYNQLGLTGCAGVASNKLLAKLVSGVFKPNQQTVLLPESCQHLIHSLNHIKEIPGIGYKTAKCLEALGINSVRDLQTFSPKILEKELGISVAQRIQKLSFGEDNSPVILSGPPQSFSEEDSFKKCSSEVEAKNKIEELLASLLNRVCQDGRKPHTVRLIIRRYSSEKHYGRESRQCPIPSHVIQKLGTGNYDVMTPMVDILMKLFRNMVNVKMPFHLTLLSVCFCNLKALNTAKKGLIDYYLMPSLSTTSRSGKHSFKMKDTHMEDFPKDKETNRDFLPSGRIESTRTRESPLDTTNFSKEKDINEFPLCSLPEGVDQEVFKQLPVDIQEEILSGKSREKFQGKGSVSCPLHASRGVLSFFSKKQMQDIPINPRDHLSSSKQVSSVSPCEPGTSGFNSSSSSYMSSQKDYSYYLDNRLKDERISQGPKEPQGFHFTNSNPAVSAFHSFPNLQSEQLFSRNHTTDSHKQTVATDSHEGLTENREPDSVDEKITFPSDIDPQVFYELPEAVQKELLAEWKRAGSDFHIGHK
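Pol iota at 10 nM preincubated 15 min with compounds at room temperature; reaction started with fluorescent substrate, 50 nM final. Fluorescence read kinetically at 0 and 10 min; buffer-only wells as negative control.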
PGK inhibitor: inhibitors of T. brucei phosphoglycerate kinase | 0.043% of 380,000 active | PGK/GAPDH coupled, Kinase-Glo luminescence, 60 min | P07378 | Potency, µM (series often up to 57.5 µM), inactives show top-dose activity change, negative = inhibition, actives largely listed as inhibitors; note: % is set by controls: 0 for no effect and ±100 for the full control effect; nearly all actives have a fitted effect of over 60% in size
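Luminescent ATP detection (Kinase-Glo Plus) follows a 60-minute room-temperature incubation, with wells lacking PGK as controls. Buffer: 100 mM TEA (pH 7.6), 5 mM MgCl2, 0.01% Tween-20. Coupling enzyme GAPDH (100 nM final) supplies unstable 1,3-BPG in-well.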
GLS inhibitor: blocks human kidney-isoform glutaminase activity; AID 624170; O94925; GLS enzymatic activity, qHTS titration; Potency, µM (top dose mostly 45.5 µM), inactives show at the top dose activity change, negative = inhibition, most hits filed as inhibitors; 0.21% of 410,000 active; note: % is set by controls: 0 for no effect and ±100 for the full control effect
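Two-point fluorescence kinetic (t0, 30 min RT) for hKGA; glutamate detected via glutamate oxidase–HRP–Amplex Red. Substrate: 1 mM L-glutamine solution; buffer 45 mM KH2PO4, pH 8.2.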
G9a block: G9a (human) methyltransferase inhibition; G9a H3K9 monomethylation, AlphaScreen, 2 h; Potency, µM (series often up to 102 µM), without a hit: at the highest dose activity, negative = inhibition, usual class: inhibitors; 8.8% of 350,000 active; AID 504332; note: % is set by controls: 0 for no effect and ±100 for the full control effect; nearly all actives have a fitted effect of over 75% in size
Target sequence (Q96KQ7 913-1193 limits assumed): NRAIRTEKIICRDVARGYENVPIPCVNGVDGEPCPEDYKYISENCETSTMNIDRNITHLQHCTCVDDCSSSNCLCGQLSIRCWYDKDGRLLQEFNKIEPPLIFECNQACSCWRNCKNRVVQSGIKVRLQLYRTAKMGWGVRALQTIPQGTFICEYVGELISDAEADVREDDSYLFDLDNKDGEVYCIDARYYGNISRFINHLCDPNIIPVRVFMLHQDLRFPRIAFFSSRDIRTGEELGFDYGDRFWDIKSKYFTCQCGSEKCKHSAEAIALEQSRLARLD
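Readings reflect AlphaScreen signal from monomethyl-H3K9 antibody detection. HMT at 20 nM; substrate b-H3K9 500 nM; cofactor SAM 20 uM; 2 h RT reaction; compounds tested as titrations in qHTS with 15 min preincubation.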
BLM inh: blocks DNA unwinding by human BLM helicase | P54132 | recombinant BLM DNA unwinding, fluorescence dequenching | Potency, µM (highest dose often 56.1 µM), for inactives: top-dose activity change, negative = inhibition, most hits filed as inhibitors | 0.2% of 350,000 active;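 note: plate controls were vehicle for no effect and no enzyme for full effect; nearly all actives have a fitted effect of over 35% in size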
Starred values were filed as active, the others as inactive; i = inactive; ? = inconclusive; nt = not tested or not shown; & = joins results of further samples; [ ] = another dose, or the depositor's remark. Calls come from the whole dose curve; as a rule, active = well fitted curve in the direction sought with a large enough effect; inconclusive = small, poorly fitted or top-dose-only effect, or another doubt; inactive = no such curve, though single readings can be large; an effect the other way counts as inactive or inconclusive. Potency is the fitted concentration of half-maximal effect. These rows are one share of the data; the hit share may differ from the screen's.

canonical_smiles	PGK inhibitor	GLS inhibitor	G9a block	BAZ2B block	BLM inh	POLI inh
[S]=[Sb][S][Sb]=[S]	nt	-2%	-28%[12.7 µM]	nt	-4%	nt
COC(C(=O)C(O)C(C)O)C1Cc2cc3cc(OC4CC(OC5CC(O)C(OC)C(C)O5)C(OC(C)=O)C(C)O4)c(C)c(O)c3c(O)c2C(=O)C1OC1CC(OC2CC(OC3CC(C)(O)C(OC(C)=O)C(C)O3)C(O)C(C)O2)C(O)C(C)O1 (stereo not given)	nt	-1%	-2%[59 µM]	nt	?	nt
C[C@]12C=CC(=O)C=C1CC[C@@H]1[C@@H]2CC[C@@]2(C)[C@H]1CC[C@]2(C)O	nt	11%	31%[59 µM]	nt	-9%	nt
COCC(C)N(C(=O)CCl)c1c(C)csc1C (stereo not given)	nt	3%	10%[12.7 µM]	nt	5%	nt
O=C(O)c1cc(O)c(O)c(O)c1	nt	10µM*	2µM*	nt	-7%&-12%	nt
CC[N+](C)(CC)CCOC(=O)C(O)(c1ccccc1)c1ccccc1	nt	-4%	-37%[12.7 µM]	nt	-9%	nt
Clc1ccc([C@@H](OCCN2CCCCC2)c2ccccc2)cc1	nt	-4%[20 µM]	5%[21.5 µM]	nt	3%[21.4 µM]	nt
CC(C)=CC1C(C(=O)OCc2cccc(Oc3ccccc3)c2)C1(C)C (stereo not given)	nt	-4%	2%[2.33 µM]	nt	1%	nt
CCC1(CC)C(=O)NC(=O)NC1=O	nt	-11%	30%[59 µM]	nt	-7%	nt
CCOC(=O)NC(O)C(Cl)(Cl)Cl (stereo not given)	nt	4%	-1%[12.7 µM]	nt	-1%	nt
CC(Cc1ccccc1)N(C)C (stereo not given)	nt	-5%	-17%[12.7 µM]	nt	4%	nt
CC1OC(O[C@H]2C[C@@H](O)[C@]3(CO)[C@@H]4C(CC[C@]3(O)C2)[C@@]2(O)CC[C@H](C3=CC(=O)OC3)[C@@]2(C)C[C@H]4O)C(O)C(O)C1O (stereo not given in full)	nt	-16%	28%[59 µM]	nt	-9%	nt
O=[N+]([O-])c1cc(I)c(O)c(I)c1	nt	11%	6%[59 µM]	nt	0%	nt
O=[N+]([O-])C(Br)(CO)CO	nt	50%[activator]	1.8µM*	nt	3%	nt
CC1OC(OC2C(O)CC(OC3C(O)CC(OC4CCC5(C)C(CCC6C5CCC5(C)C(C7=CC(=O)OC7)CCC65O)C4)OC3C)OC2C)CC(O)C1O (stereo not given)	nt	-3%	13%[59 µM]	nt	-2%	nt
O=C1c2ccccc2C(=O)C1C(=O)C(c1ccccc1)c1ccccc1	nt	18%	?	nt	-24%	nt
CC(=O)Oc1ccc2c3c1OC1[C@@H](OC(C)=O)C=C[C@H]4[C@H](C2)N(C)CC[C@]314 (stereo not given in full)	nt	-1%	-42%[12.7 µM]	nt	-2%	nt
CN1c2cc(O)c(N=NC(N)=O)cc2CC1S(=O)(=O)O (stereo not given)	nt	-15%	?	nt	-10%	nt
C[C@]12CC[C@@H]3c4ccc(O)cc4C[C@@H](CCCCCCCCCS(=O)CCCC(F)(F)C(F)(F)F)C3[C@@H]1CC[C@@H]2O (stereo not given in full)	nt	2%	12%[59 µM]	nt	-1%	nt
CC(C)(O)C(Cl)(Cl)Cl	nt	-5%	?	nt	1%&-4%	nt
C[C@H]1CC[C@@H]2[C@@H](C)[C@H]3[C@H](C[C@H]4[C@@H]5CC=C6CC(O[C@@H]7O[C@H](CO)[C@H](O)[C@H](O[C@@H]8O[C@H](CO)[C@@H](O)[C@H](O)[C@H]8O)[C@H]7O[C@H]7O[C@@H](C)[C@H](O)[C@@H](O)[C@H]7O)CC[C@]6(C)[C@H]5CC[C@]34C)N2C1 (stereo not given in full)	nt	-14%	?	nt	69%[activator]	nt
Cc1cccc([C@H](C)c2cnc[nH]2)c1C	nt	2%	?	nt	0%	nt
CC(=O)OCC(=O)[C@@H]1CC[C@H]2[C@H]3CC[C@H]4C[C@@H](O)CC[C@]4(C)[C@@H]3C(=O)C[C@@]12C	nt	-4%[20 µM]	2%[5.15 µM]	nt	-1%[21.4 µM]	nt
CC(C)NCC(O)c1ccc(N)c(C#N)c1 (stereo not given)	nt	8%	4%&17%[59 µM]	nt	-1%	nt
CN(C)[C@@H](Cc1ccccc1)c1ccccc1	nt	-3%	-24%[12.7 µM]	nt	-7%	nt
CC(C)(C)OC(=O)c1ncn2c1[C@@H]1CCCN1C(=O)c1c(Br)cccc1-2	nt	-10%	11%[12.7 µM]	nt	1%&-11%	nt
CN[C@@H](C)[C@H]1CC[C@@H](N)[C@@H](O[C@@H]2[C@@H](O)[C@@H](O[C@H]3OC[C@@](C)(O)[C@@H](NC)[C@@H]3O)[C@H](N)C[C@@H]2N)O1 (tested in a mixture with another compound)	nt	-12%[20 µM]	31%[21.5 µM]	nt	-7%[21.4 µM]	nt
CCN(CC)CCOC(=O)C(C)(c1ccccc1)c1ccccc1	nt	15%	-46%[12.7 µM]	nt	-2%	nt
C[N+]1([O-])[C@H]2CC[C@H]1CC(OC(=O)[C@@H](CO)c1ccccc1)C2 (stereo not given in full)	nt	-16%	10%[59 µM]	nt	-15%	nt
O=CC=O	nt	-17%	2%[59 µM]	nt	6%	nt
O=Cc1ccccc1	nt	1%&0%	nt	nt	nt	-3%
O=C(/C=C/c1ccccc1)N1Cc2ccccc2-n2nncc2C1	3%	8%	nt	nt	nt	nt

One compound at a time, from the list above:
CCOC(=O)NC(O)C(Cl)(Cl)Cl (stereo not given) reads PGK inhibitor: nt; GLS inhibitor: 4%; G9a block: -1%[12.7 µM]; BAZ2B block: nt; BLM inh: -1%; POLI inh: nt
Cc1cccc([C@H](C)c2cnc[nH]2)c1C reads PGK inhibitor: nt; GLS inhibitor: 2%; G9a block: ?; BAZ2B block: nt; BLM inh: 0%; POLI inh: nt

Later entries.
canonical_smiles	PGK inhibitor	GLS inhibitor	G9a block	BAZ2B block	BLM inh	POLI inh
CCOc1ccc(NS(=O)(=O)c2ccc(Cl)c(N=Nc3c(O)[nH]c(=S)[nH]c3=O)c2)cc1Br	22µM*	4%	nt	nt	nt	nt
COc1ccc2c(c1)C1(C)CCN(C)CC(C1)C2O (stereo not given)	-1%	-3%	nt	nt	nt	nt
O=c1c2ccccc2nc(CBr)n1-c1ccc(Cl)cc1	i	1%	nt	nt	nt	nt
C[C@@H]1CN([C@H](C)CO)C(=O)CCCn2nncc2CO[C@@H]1CN(C)C(=O)Nc1ccc(N2CCCCC2)cc1	0%	5%	nt	nt	nt	nt
COc1ccc(-n2c(-c3ccccc3F)nc3ccccc3c2=O)cc1	-4%	2%	nt	nt	nt	nt
C[C@H](CO)N1C[C@H](C)[C@H](CN(C)C(=O)Oc2cccc3ccccc23)OCc2cnnn2CCCC1=O	i	-6%	nt	nt	nt	nt
CC(=O)O[C@H]1CC[C@]2(C)C3CC[C@@]4(C)C(C[C@@H](O)[C@@H]4O)C3[C@@H](OC(C)=O)C[C@H]2C1 (stereo not given in full)	i	-1%	nt	nt	nt	nt
C=CCOC(=O)N1Cc2ccccc2-n2nncc2C1	-7%	3%	nt	nt	nt	nt
CC(C)S(=O)(=O)N1Cc2ccccc2-n2nncc2C1	i	-7%	nt	nt	nt	nt
CN1C2CNC(=O)CC1C1CCC2C1 (stereo not given)	i	6%	nt	nt	nt	nt
O=C1CC(N2CC2)C(=O)N1c1ccccc1 (stereo not given)	5%	-1%	nt	nt	nt	nt
O=C(NCC1=C(c2cccc3ccccc23)C[C@@H]2CC[C@H]1N2Cc1ccco1)c1ccncc1	-8%	-4%	nt	nt	nt	nt
COc1ccc(-n2c(=S)[nH]c3ccc(C)cc3c2=O)cc1	-5%	0%	nt	nt	nt	nt
C[C@H]1CN([C@@H](C)CO)C(=O)CCCn2nncc2CO[C@H]1CN(C)C(=O)Nc1ccc(N2CCCCC2)cc1	4%	24%	nt	nt	nt	nt
CC(C)NC1C2CCC(CC2)C1(O)c1ccc(Cl)c(Cl)c1 (stereo not given)	-6%	-8%	nt	nt	nt	nt
O=C(NCC1=C(c2ccc3ccccc3c2)C[C@@H]2CC[C@H]1N2Cc1ccco1)c1nccs1	10%	-1%	nt	nt	nt	nt
COc1ccc(S(=O)(=O)N(C)C[C@H]2OCCCC[C@H](C)Oc3ccc(N(C)C)cc3C(=O)N([C@H](C)CO)C[C@@H]2C)cc1	-7%	30%[activator]	nt	nt	nt	nt
Cc1ccccc1NC(=O)N1Cc2ccccc2-n2nncc2C1	-2%	-4%	nt	nt	nt	nt
O=c1c2ccccc2sn1-c1ccc(Cl)cc1	-16%	?	nt	nt	nt	nt
C[C@H]1CN([C@@H](C)CO)C(=O)CCCn2nncc2CO[C@@H]1CN(C)C(=O)Nc1ccc(N2CCCCC2)cc1	-1%	-7%	nt	nt	nt	nt
COc1cc(CNCCc2c[nH]c3ccccc23)cc(OC)c1OC	-4%	18%	nt	nt	nt	nt
O=C1Nc2ccccc2Oc2ccccc21	-10%	11%	nt	nt	nt	nt
C[C@H]1CN([C@@H](C)CO)C(=O)CCCn2nncc2CO[C@H]1CN(C)C(=O)Oc1cccc2ccccc12	-5%	-1%	nt	nt	nt	nt
O=C(NCC1=C(c2cccc3ccccc23)C[C@@H]2CC[C@H]1N2Cc1ccco1)c1cccnc1	6%	0%	nt	nt	nt	nt
Cc1cc(C)c(S(=O)(=O)N2Cc3ccccc3-n3nncc3C2)c(C)c1	i	0%	nt	nt	nt	nt
C[C@@H]1CN([C@H](C)CO)C(=O)CCCn2nncc2CO[C@@H]1CN(C)C(=O)Oc1ccccc1	-4%	-2%	nt	nt	nt	nt
COC(=O)C1=C(c2ccc(OCc3ccccc3)cc2)C[C@@H]2CC[C@H]1N2C(=O)NCc1ccc2[nH]ccc2c1	12%	1%	nt	nt	nt	nt
CC1CN2C(=O)C1(c1ccccc1)C(=O)NC2=S (stereo not given)	-7%	1%	nt	nt	nt	nt
Cc1cccc(OCC(O)CN2CC2)c1 (stereo not given)	6%	-2%	nt	nt	nt	nt
CS(=O)(=O)c1ccc(C2=C(CNC(=O)c3ccncc3)[C@H]3CC[C@@H](C2)N3Cc2ccccc2)cc1	8%	5%	nt	nt	nt	nt
C[C@H]1CN([C@@H](C)CO)C(=O)CCCn2nncc2CO[C@@H]1CN(C)C(=O)Oc1ccccc1	2%	2%	nt	nt	nt	nt
COc1cccc(CN2CCN(c3ccc(F)cc3)CC2)c1OC	i	12%	nt	nt	nt	nt
NC(Cc1cc(O)c(O)cc1O)C(=O)O (stereo not given)	nt	nt	0.45µM*	0.89µM*	nt	0.4µM*
C[C@]12CC[C@H](OS(=O)(=O)O)CC1=CCC1C2CC[C@]2(C)C(=O)CC[C@@H]12 (stereo not given in full)	nt	20%	32%[activator][12.7 µM]	nt	nt	7%[58.9 µM]
